RmlCD inh mix – RmlC and RmlD coupled enzyme inhibitors, primary screen, biochemical, 384-well, compound mixtures, retest. RmlC/RmlD coupled enzyme inhibition, 384-well mixture HTS. inhibition, % at 5.5 µM. 110,000 tested, 0.39% active. AID 1532, 2009; in the data active = inhibition above about 30%, passing the limit was not always enough; note: strong numbers were not always called active
HIV RNase H inh – HIV-1 RT RNase H inhibitors, primary screen, biochemical, fluorescence. Gag-Pol polyprotein (Human immunodeficiency virus type 1 group M subtype B (isolate …. RT-RNase H RNA/DNA duplex cleavage. inhibition, % at 10 µM. 65,000 tested, 1.9% active; in the data active = inhibition above about 50%
* hit, by the source's call; · = no result given; & = joins results of further samples. Only part of the results is shown; rates above refer to the full screens.

SMILES	RmlCD inh mix	HIV RNase H inh
Cc1ccc(NC(=S)NCCc2ccc(S(N)(=O)=O)cc2)c(C)c1	4	·
CCc1ccc(NC(=O)c2ccc3c(c2)C(=O)N(Cc2ccco2)C3=O)cc1	5	43
C=CCn1c(SCC(=O)NCC(=O)OCC)nnc1-c1ccccn1	-11	-12
N#Cc1cnn2cc(-c3ncc(C(F)(F)F)cc3Cl)cnc12	6	·
CN(C)C(=O)Oc1cccc([N+](C)(C)C)c1	-16	-5&-6
CCOC(=O)c1c(NC(=O)C(F)(OC)C(F)(F)F)sc2c1CCN(C)C2 (centres undefined)	10	-3
CC1=CC(C)C2C(=O)N(CCC[N+](C)(C)C)C(=O)C2C1 (centres undefined)	-10	-3
Cc1c(C(=O)NCCc2ccccc2)oc2ccc(S(=O)(=O)N3CCC4(CC3)OCCO4)cc12	-4	·
O=C(COc1ccc(Cl)cc1)N1CCN(c2ncccn2)CC1	9	-6
Cc1ccc(-c2nc3cc(N)ccc3o2)c(C)c1	-23	-44
CCSc1nc(=O)n(-c2ccccc2)c(C)c1C(C)=O	-26	-12
OCCCn1c(C2CCCN2c2nc(-c3ccc(F)cc3)cs2)nc2cc(Cl)c(Cl)cc21 (centres undefined)	6	·
O=C(O)c1ccc(OCc2occc2C(=O)O)cc1	-10	-18
CC(=O)N1Cc2ccccc2CC1C(=O)O (centres undefined)	2	·
O=c1cc(C2CCNCC2)[nH][nH]1	-11	-32
COC(=O)C1=CN(Cc2cccs2)C=C(C(=O)OC)C1c1cccc(OC)c1OC	-42	·
Cc1ccccc1NC(=O)Cc1nc(CSc2nnc(-c3ccc4c(c3)OCO4)o2)cs1	-5	·
Cc1ccccc1Nc1nn2c(=O)c3ccccc3nc2s1	2	-13
COc1ccc(S(=O)(=O)CCC(=O)NCCc2ccc(S(N)(=O)=O)cc2)cc1	-9	-16
COc1ccc(NC(=O)c2ccccc2F)cc1Cl	16	·

3 entries from above, as comma-separated lines:
Compound,RmlCD inh mix,HIV RNase H inh
CCOC(=O)c1c(NC(=O)C(F)(OC)C(F)(F)F)sc2c1CCN(C)C2 (centres undefined),10,-3
COC(=O)C1=CN(Cc2cccs2)C=C(C(=O)OC)C1c1cccc(OC)c1OC,-42,·
O=c1cc(C2CCNCC2)[nH][nH]1,-11,-32

The main list resumes; the three compounds before the break are reprinted first.
SMILES	RmlCD inh mix	HIV RNase H inh
Cc1ccccc1Nc1nn2c(=O)c3ccccc3nc2s1	2	-13
COc1ccc(S(=O)(=O)CCC(=O)NCCc2ccc(S(N)(=O)=O)cc2)cc1	-9	-16
COc1ccc(NC(=O)c2ccccc2F)cc1Cl	16	·
O=C(O)c1ccc2c(c1)C(=O)N(CCC1=CCCCC1)C2=O	-36	-10
Cc1cccc2cc(CN(CCN3CCOCC3)C(=O)NCc3ccccc3)c(=O)[nH]c12	21	-3
Cc1cccc(C)c1Nc1nnc(SCC(=O)NCc2ccco2)s1	5	-8
O=C(COc1ccc(Cl)cc1)NCc1nnc(SCC(=O)Nc2ccc3c(c2)OCCO3)o1	4	-2
Cn1c2c(c(=O)n(C)c1=O)C(c1cc3c(cc1Br)OCO3)CC(=O)N2 (centres undefined)	·	-7
CN(C)c1ccc(C(=S)N2CCCCCC2)cc1	4	·
Cc1cc(O)c(C(C)C)cc1NC(=O)Cn1nc(C)c2ccccc2c1=O	4	-19
CCOC(=O)N1CCN(CC(O)COCc2ccc(Cl)cc2)CC1 (centres undefined)	4	·
Cc1occc1-c1nnc(SCC(=O)NC(C)(C)C)n1C(C)c1ccccc1 (centres undefined)	-8	-2
CCN1C(=O)N[C@@H](c2cccc(C(F)(F)F)c2)C(C(C)=O)=C1C	8	·
O=C(c1ccc(Br)o1)N1CCN(c2ccc(F)cc2)CC1	12	-6
CN(C)CCCN1C(=O)C(=O)/C(=C(/O)c2ccc(S(=O)(=O)N(C)C)cc2)C1c1ccncc1 (centres undefined)	·	-2
CC(C)CC(=O)Nc1nc(=S)ss1	2	·
CN1C2CCC1CC(OC(=O)c1cc(Cl)cc(Cl)c1)C2 (centres undefined)	31	·
CC(=O)N1CN(C2CCS(=O)(=O)C2)Cc2c1sc1c2CCCC1 (centres undefined)	5	-11
Cc1ccc(SCC(=O)Nc2ccc(N3CCN(c4ccccc4)CC3)c(F)c2)cc1	-86	·
O=C(Nc1nc(=O)c2ccccc2s1)c1ccccc1	-12	17
Cc1ccc(NS(=O)(=O)c2cc(C(=O)NCCSc3ccc(C)cc3)ccc2C)cc1	-6	·
CC(C)COP(=O)(OCC(C)C)C(O)c1ccccc1F (centres undefined)	5	·
COC(=O)c1cc2oc3ccccc3c2n1CC(=O)Nc1ccccc1OC	-35	2

Given with two lines to a compound: entries from further up
Every second line gives: RmlCD inh mix, HIV RNase H inh
Cc1cccc2cc(CN(CCN3CCOCC3)C(=O)NCc3ccccc3)c(=O)[nH]c12
 : 21, -3
Cc1cccc(C)c1Nc1nnc(SCC(=O)NCc2ccco2)s1
 : 5, -8
O=C(COc1ccc(Cl)cc1)NCc1nnc(SCC(=O)Nc2ccc3c(c2)OCCO3)o1
 : 4, -2
Cn1c2c(c(=O)n(C)c1=O)C(c1cc3c(cc1Br)OCO3)CC(=O)N2 (centres undefined)
 : ·, -7
CN(C)c1ccc(C(=S)N2CCCCCC2)cc1
 : 4, ·

More compounds follow.
SMILES	RmlCD inh mix	HIV RNase H inh
O=C(/C=C/c1ccc2c(c1)OCO2)N1CCOCC1	-9	·
c1csc(CNc2ncnc3nc[nH]c23)c1	18	-8
O=C(c1ccc2nccnc2c1)N1CCN(Cc2ccc3c(c2)OCO3)CC1	14	-5
O=[N+]([O-])c1nn(-c2ccccc2)n(O)c1=NCc1ccc2c(c1)OCO2	7	·
Cc1cc(NC(=O)c2cnn3c(C(F)(F)F)cc(-c4ccccc4)nc23)no1	6	-38
CNC(=O)CSc1nnc(-c2cccc(S(=O)(=O)N3CCOCC3)c2)n1-c1ccc(F)cc1	-7	2
Cc1oc(C(C)(C)C)cc1C(=O)N1CCCC1C(=O)O (centres undefined)	0	·
O=C1CC(N2CCN(Cc3ccccc3)CC2)C(=O)N1CCc1ccccc1 (centres undefined)	-91	-5
C[N+]1([O-])[C@@H]2Cc3cc4c(cc3[C@@H]1Cc1cc3c(cc12)OCO3)OCO4 (some centres undefined)	10	·
CCCC(=O)c1ccc2c(c1)OCCO2	-6	·
CC1(C)Cc2c(sc3nc(SCC#N)n(C4CCCCC4)c(=O)c23)CO1	·	5
Cc1csc2ncc(C(=O)N3CCCc4ccccc43)c(=O)n12	13	·
CCCc1nc(SCC(=O)N2CCCc3ccccc32)c2c(=O)n(C)c(=O)n(C)c2n1	4	-31
CC(C)(C)NC(=O)Cn1nnc(-c2cccs2)n1	6	-6
O=C(O)CCCCCCC1C(=O)NC(=O)N1CCC(O)C1CCCCC1 (centres undefined)	-13	-2
CNS(=O)(=O)c1ccc(Oc2ccc(S(=O)(=O)NC)cc2)cc1	-6	3
Cn1c(SCc2c(Cl)cccc2Cl)nnc1-c1cccs1	4	-15
CCC(C(=O)OC)n1cnc2c(cnn2-c2ccc(Cl)cc2)c1=O (centres undefined)	-5	-9
CC(=O)Nc1ccc(S(=O)(=O)c2ccc(N)cc2)cc1	-4	-5
Cc1ccc(OC(=O)COc2ccccc2)c(-n2nc3ccccc3n2)c1	3	·
COc1cccc(-c2cc3nc4c(c(N5CCC6(CC5)OCCO6)n3n2)CCCC4)c1	124	-22
COCCN1C(=O)N[C@@H](c2cccc(C(F)(F)F)c2)[C@H](C(=O)OC)[C@H]1C	7	·
COc1cccc(C(=O)COC(=O)C(C)N2C(=O)c3ccccc3C2=O)c1 (centres undefined)	1	-49
O=c1c2ccccc2nc2n1C(CSCc1ccccc1)CS2 (centres undefined)	11	·
Cc1noc(C)c1COC(=O)CN(C)S(=O)(=O)c1ccc(Cl)cc1	-13	-35
COc1ccc(N2CCN(c3nc4c(c(=O)n(C)c(=O)n4C)n3CCCc3ccccc3)CC2)cc1	-10	-6
O=C(CSc1nnnn1C1CCCCC1)Nc1cccc(NC(=O)c2ccco2)c1	-10	-9
COc1cc(OC)c(OC)cc1CN(C)CCc1ccccn1	7	-3
O=C(NCc1ccccc1F)c1ccc2c(c1)OCO2	3	·
CC(=O)c1ccc(Sc2ccccc2)cc1	-41	·
COc1ccccc1OCC(=O)c1[nH]c(C)c(C(C)=O)c1C	4	-53
CCOc1ccccc1C(=O)N(C)Cc1cc2cc(OC)ccc2[nH]c1=O	30	-45
Cn1c(SCC(=O)NCC2CCCO2)nnc1-c1c[nH]c2ccccc12 (centres undefined)	4	·
O=C(CCN1C(=O)c2ccccc2C1=O)N1CCN(Cc2ccccc2)CC1	8	-10
COc1ccc2[nH]c(C)c(CCN3C(=O)C4CC=CCC4C3=O)c2c1 (centres undefined)	13	-2
C[C@H]1CCC/C=C/C2C[C@H](O)CC2[C@H](O)/C=C/C(=O)O1 (some centres undefined)	-12	-9
O=C(O)CCC1OC(=O)C(O)=C1c1ccccc1 (centres undefined)	10	·
COc1nc(NC23CC4CC(CC(C4)C2)C3)nc(OC)n1	-8	-5
CC(C)[C@H](NC(=O)NCCc1ccc(Cl)cc1)C(=O)O	-7	-6
COc1ccc(N2CCN(C(=O)C(OC(C)=O)c3ccccc3)CC2)cc1 (centres undefined)	4	-4

The closing 2 compounds of the section above lead into the next:
SMILES	RmlCD inh mix	HIV RNase H inh
CC(C)[C@H](NC(=O)NCCc1ccc(Cl)cc1)C(=O)O	-7	-6
COc1ccc(N2CCN(C(=O)C(OC(C)=O)c3ccccc3)CC2)cc1 (centres undefined)	4	-4
c1ccc2c(c1)oc1c(N3CCOCC3)ncnc12	10	-17
O=C1Nc2ccccc2C12OCCS2 (centres undefined)	-6	-15
CSCCC(CO)NC(=O)OCc1ccccc1 (centres undefined)	-11	-11
Nc1nc(N)c2[nH]cnc2n1	-10	·
COC(=O)c1sc(=S)sc1C(=O)OC	-1	52*
Cc1cc(NC(=O)Cc2ccccc2)nc2c1c(=O)oc1ccccc12	12	·
N#CCCn1cc(C(CC(=O)c2ccc(Br)cc2)C(=O)O)c2ccccc21 (centres undefined)	-12	-6
CC(C)N1CCc2c(sc(NC(=O)c3cc(-c4cccs4)nc4ccccc34)c2C(N)=O)C1	-8	·
Cc1sc(NC(=O)CCl)c(C(=O)c2ccccc2)c1C	6	·
CC(SCC(=O)Nc1ccc(S(=O)(=O)N2CCCCC2)cc1)C(=O)O (centres undefined)	9	-3
OC(CSc1ccccc1Cl)CN1CCN(c2ccccc2F)CC1 (centres undefined)	9	·
COc1cc(C)c(CNc2cc(C)cc(C)c2)cc1C	-4	·
CCOc1ccc2nc(N3CCCC(C(=O)NCCCN4CCOCC4)C3)sc2c1 (centres undefined)	-14	-4
CCN(CC)C(=O)CN(C#N)c1nc(NC(C)C)nc(NC(C)C)n1	-11	-4
CCOCC(=O)NC1CCSC1=O (centres undefined)	-11	-3
CCOC(=O)CSc1snnc1-c1ccccc1	-12	·
Cc1cc(C)nc(Nc2ncc(O)n2-c2ccccc2)n1	-12	·
Cc1cc(=O)oc2c1c(C)nn2-c1nn[nH]n1	12	1
CC(NC(=O)c1cc2c(s1)CCCC2)C(C)(C)C (centres undefined)	8	·
Cc1ccc(NS(=O)(=O)c2ccc(OCC(=O)NCc3ccco3)cc2)cc1	12	8
COc1ccc(OC)c(NC(=O)C2CCCCC2C(=O)O)c1 (centres undefined)	4	-7
CCOc1cc(-c2cc(-c3ccc(C)cc3)nc(N)c2C#N)ccc1O	30*	·
CN(c1ccc(C(=O)O)cc1)S(=O)(=O)c1ccc(Cl)cc1	-4	-3
Cc1nn(Cc2ccccc2)c(=O)n1N(C)c1ncc(C(F)(F)F)cc1Cl	-12	·
CCCCOC(=O)Nc1cccc(C(=O)OCC)c1	-14	·
CCCCNC(=O)C1CCCN(S(=O)(=O)c2ccc(-n3cnnn3)cc2)C1 (centres undefined)	5	-5
Cc1cccc(Oc2c(C=O)c3ccccc3n2C)c1	-10	·
Cc1cc(C)nc(Nc2n[nH]c(COc3ccc4ccccc4c3)n2)n1	8	·
COc1cccc(-c2nnc(NC(=O)c3cccc(F)c3)o2)c1	-6	-1
CCO[C@@H]1OC(C(=O)N2CCN(Cc3ccc4c(c3)OCO4)CC2)=C[C@H](c2ccc(Br)cc2)[C@H]1CCCO	3	·
C[C@@H]1C=C(C(=O)NCc2nc3ccccc3[nH]2)O[C@H](OCCCCO)C1	14	·
CCOc1ccc(Nc2nc(Cc3nnc(SCC(=O)c4ccc(C)cc4)o3)cs2)cc1	-7	·
CCOc1ccc(OCC)c(NC(=O)C2CCCN(c3nc(C)cc(C)n3)C2)c1 (centres undefined)	-8	4
O=C(NCc1ccc2c(c1)OCO2)c1ccccn1	1	-3
CCOc1cccc(NC(=O)C2CC(=O)N(C)C2)c1 (centres undefined)	4	-13
C=CCNc1nc2c(c(=O)[nH]c(=O)n2C)n1Cc1cccc(C)c1	-2	-8
Cc1ccc(S(=O)(=O)CCC(=O)OCC(=O)N2CC(=O)Nc3ccccc32)cc1	7	-40
CCOC(=O)/C(C#N)=C\c1ccc(N2CCN(C)CC2)cc1	-8	·
COc1cc(CNCCc2ccccc2F)ccc1OCc1ccc(Cl)nc1	-10	·
CCN1C(=O)CSc2ccc(C(=O)NCc3ccc(OC)cc3)cc21	-6	·
O=C1OCc2cc(NS(=O)(=O)c3cccs3)ccc21	2	-2
CC(=O)NCC(=O)OC(C)C(=O)Nc1ccc(C(C)=O)cc1 (centres undefined)	0	-8
CC(O)c1cccc(NC(=O)CCC(=O)O)c1 (centres undefined)	-9	-2
Cn1c(=O)cc(SCC(=O)NCC2COc3ccccc3O2)c2ccccc21 (centres undefined)	6	-24
